Scp1 inh – Scp-1 phosphatase inhibitors, primary screen, biochemical, colorimetric, uHTS. inhibition, % at 20 µM. Carboxy-terminal domain RNA polymerase II polypeptide A small phosphatase 1 (Homo …. Recombinant Scp1, phosphopeptide, malachite green phosphate absorbance. 340,000 tested, 0.88% active;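 active = inhibition above about 50% at 20 µM, limit read from the data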;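 note: plate controls were DMSO wells with enzyme for no effect and wells lacking enzyme for full effect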
Target sequence (Q9GZU7 76-261 limits assumed): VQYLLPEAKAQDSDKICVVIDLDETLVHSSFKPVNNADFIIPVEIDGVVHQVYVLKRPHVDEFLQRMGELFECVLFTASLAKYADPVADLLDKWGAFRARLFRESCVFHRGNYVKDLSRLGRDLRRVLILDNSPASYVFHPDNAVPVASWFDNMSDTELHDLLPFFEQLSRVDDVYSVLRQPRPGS
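System: truncated SCP-1 phosphatase (76-261aa); medium: Tris acetate buffer pH 5.5 with MgCl2 and Tween-20; incubation: 45 min room-temperature reaction, 5 min colour, 30 min stabiliser; compound: single 20 µM dose, 1% DMSO; reagent: Phosphorylated 17-residue peptide substrate; read-out: % inhibition at 20 µM; technique: colorimetric free-phosphate detection, absorbance 630 nm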
SUMO1 PPI mod – modulators of SUMO1 protein-protein interactions, primary screen, biochemical, uHTS | Small ubiquitin-related modifier 1 (Homo sapiens), P63165 | SUMO1 binding to a labelled peptide, TR-FRET, 1 h | inhibition, % at 20 µM | 360,000 tested, 0.33% active | AID 602429, 2012; in the data active = inhibition above about 37%
Target sequence (P63165 whole entry, looked up): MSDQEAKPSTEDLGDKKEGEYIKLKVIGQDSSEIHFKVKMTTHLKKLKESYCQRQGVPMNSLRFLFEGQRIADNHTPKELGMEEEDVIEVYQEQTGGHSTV
Rpn11 block – Rpn11 (PSMD14) deubiquitinase inhibitors, primary screen, biochemical, fluorescence polarization, uHTS | 26S proteasome non-ATPase regulatory subunit 14 (Homo sapiens), O00487 | human 26S proteasome, Ub4-pepOG fluorescence polarization; 20S core pre-blocked with epoxomicin | calls only at 20 µM | 360,000 tested, 0.59% active;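 active = inhibition at 20 µM, scaled to each plate's controls, above about 33%, limit read from the data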
Target sequence (O00487 whole entry, looked up): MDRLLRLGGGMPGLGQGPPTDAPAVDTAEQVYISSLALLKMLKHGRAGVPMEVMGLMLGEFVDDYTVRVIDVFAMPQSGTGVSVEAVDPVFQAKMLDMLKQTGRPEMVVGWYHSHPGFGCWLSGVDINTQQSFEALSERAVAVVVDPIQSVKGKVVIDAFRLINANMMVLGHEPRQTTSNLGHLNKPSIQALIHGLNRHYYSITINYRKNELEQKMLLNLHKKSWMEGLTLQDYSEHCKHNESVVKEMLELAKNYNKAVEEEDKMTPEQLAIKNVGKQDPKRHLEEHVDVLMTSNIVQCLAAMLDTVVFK
SKN-1 inh – suppressors of acrylamide-induced Pgst-4::GFP reporter in worms, primary screen, SKN-1 inhibitor project, whole organism, uHTS, GFP/RFP fluorescence ratio, strain VP596; C. elegans VP596 Pgst-4::GFP/RFP ratio, 24 h; inhibition, % at 21.8 µM; 360,000 tested, 0.49% active; AID 624304, 2012;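 active = interference check ratio from 0.5 to 1.5 plus GFP to RFP signal ratio inhibition reaching or exceeding a fixed threshold, cut at about 30% in these data, passing the limit was not always enough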; note: some compounds called inactive have numbers as strong as hits
NadD block – inhibitors of S. aureus NadD, primary screen, biochemical, colorimetric, uHTS. Nicotinate-nucleotide adenylyltransferase NadD (Staphylococcus aureus N315). purified NadD enzyme, colorimetric absorbance read-out. inhibition, % at 20 µM. 360,000 tested, 0.78% active. AID 602399, 2012; in the data active = inhibition above about 26%; note: some compounds past the cut are filed as inactive
DNMT1 inh – human DNMT1 methyltransferase inhibitors, primary screen, biochemical, molecular beacon, fluorescence, HinP1I cleavage, uHTS; inhibition (reported as % activation of signal), % at 10 µM; 360,000 tested, 0.83% active; AID 588458, 2011; in the data active = inhibition above about 50%
MT1-MMP act inh – blockers of MT1-MMP proenzyme processing, primary screen, HT1080 RFP-PRO-GFP cells, GFP/RFP fluorescence; Matrix metalloproteinase-14 (Homo sapiens), P50281; GFP/RFP ratio fluorescence, overnight; percent of plate control window, DMSO zero; GFP/RFP ratio change, % at 20 µM; 360,000 tested, 0.061% active; AID 651647, 2012;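 active = GFP/RFP ratio change of at least 30% with cell ATP level not reduced by more than half and red fluorescence within 50% of control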; note: strong numbers were not always called active
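Compound: 20 µM single dose, 1% DMSO / System: HT1080 RFP-PRO-GFP cells / Controls: DMSO and RFP-L50D-GFP cell wells / Read-out basis: GFP/RFP fluorescence ratio / Schedule: overnight compound exposure at 37 °C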
LMPTP block – LMPTP phosphatase inhibitors, primary screen, biochemical, fluorescence intensity, uHTS | Low molecular weight phosphotyrosine protein phosphatase (Homo sapiens), P24666 | recombinant LMPTP-A, OMFP fluorogenic substrate | inhibition, % at 20 µM | 360,000 tested, 0.22% active;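 active = compounds that cut the enzyme signal by at least half of the control window in the single-dose screen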;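 note: plate controls were DMSO wells with enzyme plus substrate for no effect and substrate without enzyme for full effect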
Target sequence (P24666 whole entry, looked up): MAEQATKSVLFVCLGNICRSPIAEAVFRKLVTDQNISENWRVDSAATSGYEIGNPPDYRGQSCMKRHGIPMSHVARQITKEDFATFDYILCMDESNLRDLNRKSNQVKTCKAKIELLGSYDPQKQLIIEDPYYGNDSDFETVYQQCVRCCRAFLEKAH
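Test system – LMPTP-A enzyme · Amount – LMPTP-A at 0.625 nM final in the reaction · Buffer or medium – Bis-Tris pH 6.0, DTT, detergent · Reagent – OMFP 400 µM · Doses – single 20 µM dose · Schedule – reaction 50 min, room temperature, dark · Detection – fluorescence intensity of OMFP turnover product · Evaluation – percent inhibition versus substrate-only and uninhibited controls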
STEP block – STEP phosphatase inhibitors, primary screen, biochemical, fluorescence intensity, uHTS | Tyrosine-protein phosphatase non-receptor type 5 (Homo sapiens), P54829 | recombinant STEP, OMFP fluorogenic substrate | inhibition, % at 20 µM | 360,000 tested, 0.25% active;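 active = inhibition at 20 µM, scaled per plate between control wells, above about 37%, limit read from the data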;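 note: 0% = DMSO with enzyme and substrate and 100% = substrate only without enzyme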
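System: STEP (striatal-enriched tyrosine phosphatase) enzyme, cell-free; medium: Bis-Tris pH 6.0 buffer with DTT, detergent; dosing: 20 µM, 1% DMSO; times: reaction 20 min, ambient temperature; detection: fluorescence, 480/540 nm; read-out basis: normalized % inhibition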
CendR NRP1 mod – modulators of CendR peptide binding to NRP-1, primary screen, biochemical, fluorescence polarization, uHTS; 360,000 tested, 0.85% active; Neuropilin-1 (Homo sapiens), O14786; inhibition, % at 25 µM; FAM-RPARPAR peptide binding to NRP-1; AID 602438, 2012;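 active = inhibition or corrected inhibition above about 18%, plus a signal ratio from 0.5 to 1.5, limit read from the data, passing the limit was not always enough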; note: strong numbers were not always called active
* hit, by the source's call; i = inactive; . = no result given; + = active, no number. Random draw from the library; any-hit rate near 3.9%.

Second line of a record: NadD block	SKN-1 inh	SUMO1 PPI mod	LMPTP block	DNMT1 inh	Rpn11 block	STEP block	CendR NRP1 mod	MT1-MMP act inh	Scp1 inh
> NN=C1c2ccccc2-c2ccc(N)cc21
→ 1	5	-31	-0.7	-6	i	-4	6	6	-2
> CCn1c(=O)cc(OCC(=O)Nc2nc(C)cs2)c2ccccc21
→ -2	3	-1	0.9	-6	i	3	0	4	-13
> COc1ccc(NC(=O)c2cccc(N3C(=O)C4CCC(C)CC4C3=O)c2)c(OC)c1 (stereo not drawn)
→ -10	4	0	-0.3	4	i	-1	12	1	-6
> CCOC(=O)c1c(C)[nH]c(N=Nc2ccccc2)c1C
→ -10	17	-8	3.3	-1	i	2	3	1	-18
> CCC(C)[C@H](NC(=O)C1CCN(C(=O)[C@H](Cc2ccccc2)NC(=O)OC(C)(C)C)CC1)C(=O)O (stereo partly drawn)
→ -2	-11	3	-2.4	2	i	-2	-10	1	-7
> CCC1CCCCN1C(=O)COC(=O)c1cc2ccccc2cc1O (stereo not drawn)
→ -2	8	-18	0.9	-3	i	2	8	-4	-5
> CC1(C)CC(=O)C=C(Nc2ccc(OCC(F)(F)C(F)F)cc2)C1
→ 1	4	0	-0.9	-1	+	0	-2	-3	-2
> Cn1ncc([N+](=O)[O-])c1C(=O)Nc1nc2ccccc2n1CCN1CCCCC1
→ -2	-10	-2	0.3	-2	i	-5	-2	12	3
> COC(=O)C1(C(=O)OC)C[C@H](c2ccccc2)N(Cc2ccccc2OC)[C@@H]1c1ccccc1
→ .	-4	0	0.8	.	.	.	19	-9	.
> COc1cc([C@@H]2c3cc4c(cc3[C@@H](O[C@@H]3O[C@@H]5CO[C@@H](C)O[C@H]5[C@H](O)[C@H]3O)[C@H]3COC(=O)[C@H]23)OCO4)cc(OC)c1O
→ 5	5	1	-1.4	-3	i	-1	7	-8	-14
> CC(C)Oc1ccc(C(=O)NN2C(=O)NC3(CCCCC3)C2=O)cc1
→ -6	-5	1	-1.4	4	i	4	7	8	0
> COc1ccc(S(=O)(=O)N2CCCC2CNC(=O)C(=O)NCc2cccs2)cc1 (stereo not drawn)
→ -6	1	5	-0.1	-1	i	-2	-7	-2	-4
> Cc1ccc(C)c(N2N=C(C(=O)O)CCC2=O)c1
→ -5	-2	2	-3.1	9	i	-2	-22	-2	-4
> CC(C)Cn1c(C(C)NC(=O)Cc2ccccc2)nc2ccccc21 (stereo not drawn)
→ -3	3	-2	-0.6	4	i	2	-8	2	-5
> NC1=NS(=O)(=O)NC1c1ccc(Cl)cc1 (stereo not drawn)
→ 0	-12	3	-0.9	0	i	-4	0	12	-5
> Cc1ccc(-n2nc(C)cc2NC(=O)c2ccc(C)s2)cc1
→ 0	4	-4	-0.2	0	i	-1	-2	1	-1
> COc1ccccc1C(=O)C1CCCN(C(=O)C2=CC(=O)CC(C)(C)O2)C1 (stereo not drawn)
→ 4	-1	3	-0.5	2	i	-1	6	-2	-6
> C=CCn1c(SCc2c(Cl)cccc2Cl)nnc1-c1cccnc1
→ 1	1	1	-0.5	0	i	3	-6	2	-1
> Oc1cccc2ccc(/C=C/c3ccccc3Cl)nc12
→ 0	14	-7	0.9	-8	i	2	-13	-1	4
> CCOc1ccccc1C(=O)N[C@H](C(=O)NCc1ccccc1)C(C)C
→ -5	-3	1	-2.6	0	i	1	3	0	-5
> COc1ccc(N2CCN(C3CCCN(Cc4cccc(C)c4)C3)CC2)cc1 (stereo not drawn)
→ -1	15	-2	1.2	0	i	4	0	1	-8
> Cc1ccc(C)c(OCc2cc(C(=O)N3C[C@@H](C)O[C@@H](C)C3)no2)c1
→ -5	3	3	0.3	0	i	2	8	6	-11
> Cc1cnc(C(=O)OCC(=O)c2c[nH]c3ccccc23)cn1
→ 13	5	-2	-0.1	-18	i	3	-24	0	-4
> CCOc1cc2[nH]c(=S)n(CCN3CCCCC3C)c(=O)c2cc1OCC (stereo not drawn)
→ -2	-6	3	0.7	-2	i	4	-8	8	-2
> COc1ccc(CNC(=O)C2CCN(S(=O)(=O)c3ccccc3)CC2)cc1
→ -6	0	4	-2.2	1	i	-2	-9	-2	18
> COc1ccc(OC)c(/C=C/C(=O)N2CCCc3ccccc32)c1
→ -7	-3	-2	1.3	-1	i	3	-6	-3	-14
> O=C(Cc1cccc(NC(=O)C2CCCN(C(=O)CCc3ccccc3)C2)c1)Nc1ccc(C(=O)N2CCOCC2)cc1 (stereo not drawn)
→ 8	15	0	0.2	5	i	0	-10	-2	-8
> CC(=O)Nc1ccc(NC(=O)c2nc(-c3ccccc3)oc2C)cc1
→ 4	8	1	-0.9	-6	i	-2	-1	-2	-6
> CCOC(=O)C1=C(O)C(=O)NC(c2ccccc2)=C(OCC)C1
→ -5	12	3	-3.6	-3	i	3	-2	-2	-5
> O=C(O)CC1SC(=O)N(CC(=O)c2ccccc2)C1=O (stereo not drawn)
→ 5	6	-2	-1.2	0	i	-4	-8	2	-7

Results in NadD block and CendR NRP1 mod, for 4 of the compounds above:
mol	NadD block	CendR NRP1 mod
COc1ccc(OC)c(/C=C/C(=O)N2CCCc3ccccc32)c1	-7	-6
O=C(Cc1cccc(NC(=O)C2CCCN(C(=O)CCc3ccccc3)C2)c1)Nc1ccc(C(=O)N2CCOCC2)cc1 (stereo not drawn)	8	-10
CC(=O)Nc1ccc(NC(=O)c2nc(-c3ccccc3)oc2C)cc1	4	-1
CCOC(=O)C1=C(O)C(=O)NC(c2ccccc2)=C(OCC)C1	-5	-2

The list continues:
Second line of a record: NadD block	SKN-1 inh	SUMO1 PPI mod	LMPTP block	DNMT1 inh	Rpn11 block	STEP block	CendR NRP1 mod	MT1-MMP act inh	Scp1 inh
> Cc1cc(NC(=O)c2cc(-c3ccc(Br)cc3)on2)no1
→ 6	3	2	2.3	10	i	-1	-7	0	-8
> CCOC(=O)c1cccc(NC(=O)c2ccc3c(c2)C(=O)N(CC2CCCO2)C3=O)c1 (stereo not drawn)
→ -4	-30	-20	1.5	2	i	0	-5	4	-8
> COC(=O)c1ccc2ccn(CC(=O)NC(C)C)c2c1
→ 2	6	-1	-2.8	1	i	-4	11	-4	17
> COCCNC(=O)Nc1ccc2nc(C)sc2c1
→ 1	-5	3	-1.7	-2	i	2	-2	1	-2
> CC/C(=N\OC(=O)c1ccc(OC(C)C)cc1)c1ccc(C)cc1
→ 9	5	-3	4.2	2	i	0	-4	-2	-12
> O=C(NCCCCCCNC(=O)OCc1ccccc1)OCc1ccccc1
→ -1	-4	-1	-1.6	0	i	-3	20	-5	8
> CN(C)c1nc(N(C)C)nc(N(C)C)n1
→ 0	11	3	-0.2	-3	i	-2	8	3	14
> COc1ccc(CNC(=O)COC(=O)c2ccc(S(=O)(=O)N3CCOCC3)cc2)cc1
→ -2	-4	0	0.4	0	i	-4	1	1	-8
> Cc1ccc(OCCCC(=O)NC2CCCCC2)cc1
→ -1	-5	4	0.2	11	i	2	-7	0	-2
> N/C(=N\c1nc2ccccc2o1)NC(=O)c1ccccc1F
→ -6	29	-2	0.4	-5	i	-5	-35	-4	-12
> Cc1onc(-c2ccccc2Cl)c1C(N)=O
→ -2	21	1	-1.4	4	i	3	2	6	-3
> CCOC(=O)C1(C)NC(c2ccco2)C2C(=O)N(C)C(=O)C21 (stereo not drawn)
→ -4	2	-1	1.9	7	i	0	0	-1	7
> O=C(Cn1c(=O)n(-c2ccc(F)cc2)c(=O)c2sccc21)c1ccccc1
→ -6	3	-1	-0.5	0	i	-3	4	4	-6
> Cc1ccc(NC(=O)OCCNC(=O)c2ccncc2)cc1
→ -4	5	-1	-1.6	1	i	-2	-4	2	2
> COCCCNC(=O)c1ccc(CSCc2ccc(C)cc2)o1
→ -2	7	3	0.9	-1	i	1	-9	1	-12
> CCC(=O)N1CCc2cc(S(=O)(=O)NC(Cc3ccccc3)C(=O)NC3CCCCC3C)ccc21 (stereo not drawn)
→ 3	5	5	-1.9	-2	i	-4	2	6	-10
> CCN(CC)S(=O)(=O)c1ccc(N2CCN(S(=O)(=O)c3ccccc3C#N)CC2)nc1
→ 1	9	-1	0.9	-2	i	4	-6	1	1
> Cc1ccc2c(c1)C1CN(C)CCC1N2S(=O)(=O)c1ccccc1F (stereo not drawn)
→ -6	-9	-1	-2.3	-2	i	-1	-4	-3	-4
> O=C(N/C(=C/c1ccc(F)cc1)C(=O)N1CCOCC1)c1ccco1
→ 0	14	0	-1.6	2	i	-2	0	3	.
> Cc1ccc2[nH]c3ccccc3c(=O)c2c1
→ -1	6	-23	0.5	10	i	5	4	7	-9
> Cc1sc2ncn(CC(=O)N3CCCCC3)c(=O)c2c1S(=O)(=O)N1CCC(C)CC1
→ 5	3	-5	0.4	-1	i	-3	16	0	-10
> Cc1cc(C)n(S(=O)(=O)Cc2ccccc2)n1
→ 2	8	-2	-0.2	-2	i	-3	6	-1	-3
> CCOc1ccc(N/C=C/C(=O)c2ccc(OC)cc2)cc1
→ 6	3	-2	-3.2	1	i	1	-1	0	3
> Cc1c(CN2CCC(C(=O)Nc3ccc(Oc4ccccc4)nc3)CC2)cnn1C
→ -3	14	2	-2.6	-2	i	-4	21	2	-12
> CCOc1cc(C(=O)OCC(=O)Nc2ccc(Cl)cn2)ccc1OCC(=O)N1CCOCC1
→ -3	15	-4	-1.4	1	i	0	5	-3	-3
> Cc1cnc(C(=O)N2CCCC(C(=O)c3ccc(C(C)(C)C)cc3)C2)cn1 (stereo not drawn)
→ 2	-6	-1	-0.7	-3	i	1	-8	-3	1

Records listed so far shown as hits in Rpn11 block:
| SMILES | NadD block | SKN-1 inh | SUMO1 PPI mod | LMPTP block | DNMT1 inh | Rpn11 block | CendR NRP1 mod | MT1-MMP act inh | Scp1 inh |
| --- | --- | --- | --- | --- | --- | --- | --- | --- | --- |
| CC1(C)CC(=O)C=C(Nc2ccc(OCC(F)(F)C(F)F)cc2)C1 | 1 | 4 | 0 | -0.9 | -1 | + | -2 | -3 | -2 |
